TcdB GH inh – TcdB glycohydrolase inhibition | P18177 | TcdB glycohydrolase enzymatic assay, plate reader | inhibition, % at 9.99 µM | actives 0.24% (n = 350,000) | AID 652162; in the data active = inhibition above about 10%
Mtb FBA inh – inhibits M. tuberculosis FBA enzyme. P9WQA3. purified M. tuberculosis FBA, fluorescence read-out. inhibition, % at 1 µM. actives 2.3% (n = 360,000). AID 588726; in the data active = inhibition above about 27%;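 also: 0% = vehicle and 100% = reference inhibitor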
Target sequence (P9WQA3 whole entry, looked up): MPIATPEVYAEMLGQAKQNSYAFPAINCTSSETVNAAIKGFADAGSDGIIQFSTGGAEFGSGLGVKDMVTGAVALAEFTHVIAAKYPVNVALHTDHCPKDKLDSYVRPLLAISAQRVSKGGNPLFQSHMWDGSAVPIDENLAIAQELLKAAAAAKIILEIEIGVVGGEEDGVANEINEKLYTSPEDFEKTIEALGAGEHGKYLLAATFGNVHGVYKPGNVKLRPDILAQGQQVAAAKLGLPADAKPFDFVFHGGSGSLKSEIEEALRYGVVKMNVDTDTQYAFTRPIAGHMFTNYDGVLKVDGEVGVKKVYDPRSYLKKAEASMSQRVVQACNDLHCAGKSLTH
Mtb UGM inh – inhibitors of M. tuberculosis UDP-galactopyranose mutase. P9WIQ1. purified UGM, fluorescence polarization probe displacement. actives 0.06% (n = 320,000). inhibition, % at 10 µM; in the data active = inhibition above about 10%, passing the limit was not always enough
Target sequence (P9WIQ1 whole entry, looked up): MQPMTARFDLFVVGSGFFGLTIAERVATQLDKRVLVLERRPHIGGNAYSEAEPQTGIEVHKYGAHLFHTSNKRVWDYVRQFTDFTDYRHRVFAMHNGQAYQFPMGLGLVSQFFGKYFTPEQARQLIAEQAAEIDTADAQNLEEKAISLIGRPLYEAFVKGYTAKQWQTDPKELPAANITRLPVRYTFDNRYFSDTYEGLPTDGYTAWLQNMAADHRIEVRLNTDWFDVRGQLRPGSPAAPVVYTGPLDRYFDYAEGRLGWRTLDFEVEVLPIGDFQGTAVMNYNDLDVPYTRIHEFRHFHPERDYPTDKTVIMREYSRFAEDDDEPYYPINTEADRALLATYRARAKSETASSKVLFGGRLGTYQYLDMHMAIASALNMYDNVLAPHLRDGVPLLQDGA
PfHsp40 yeast – rescue of PfHsp40-mediated yeast toxicity; S. cerevisiae expressing PfHsp40, growth rescue, ATP luminescence; growth rescue, % at 12.5 µM; actives 0.68% (n = 340,000); in the data active = growth rescue above about 28%, passing the limit was not always enough;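 also: yeast W303a lacking pdr1 and pdr3 grown in galactose medium; growth measured after three days at 30 °C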
Vc quorum ag – quorum light induction in luxS cqsA deficient V. cholerae; V. cholerae BH1578 lux reporter, luminescence, 6 h; activation, % at 18.7 µM; actives 0.16% (n = 350,000); AID 588436; in the data active = activation mostly above about 9.7%, no sharp cut-off; also: not every result past the cut was called active; inactives centre near 0; reference of the scale not given here
BioA inh – blocks M. tuberculosis BioA enzyme activity; actives 0.096% (n = 360,000); inhibition, % at 9.99 µM; AID 602481; purified M. tuberculosis BioA enzyme, plate reader; in the data active = inhibition above about 40%
GDH-TPI counter – inhibits GDH-TPI coupling enzymes, artifact for Mtb FBA screen. GDH-TPI coupled enzyme counterscreen, NADH absorbance. inhibition, % at 4.8 µM. actives 1.2% (n = 360,000). AID 588335; in the data active = inhibition above about 30%;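 also: 0% = DMSO wells and 100% = wells lacking the enzyme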
FadD28 binding – blocks FadD28 binding to the bisubstrate probe | inhibition, % at 12.5 µM | actives 0.22% (n = 360,000) | fluorescence polarization; in the data active = inhibition above about 8.5%, passing the limit was not always enough
Yp Topo-I inh – inhibitors of Yersinia pestis topoisomerase I. Y. pestis Topo-I cleavage product accumulation, plate reader. activity, % at 10 µM. actives 0.064% (n = 360,000). AID 504884; in the data active = activity above about 50%, passing the limit was not always enough; also: inactives centre near 2
* = called active by the depositor; i = inactive; . = no result given; & = joins results of further samples.

SMILES	TcdB GH inh	Mtb FBA inh	Mtb UGM inh	PfHsp40 yeast	Vc quorum ag	BioA inh	GDH-TPI counter	FadD28 binding	Yp Topo-I inh
COC(=O)CCC(=O)NC1CC(C)(C)Cc2c1cnn2-c1ccccc1 (stereo not drawn)	1.8	-1	0.2	-0.6	-1.6	2.2	-15	-2.7	-8
Cn1c(C(=O)N2CCCC(C(=O)NCc3ccc4c(c3)OCO4)C2)cc2sccc21 (stereo not drawn)	0.1	-2	-1.2	0.7	-0.2	0.9	1	-2.2	31
C=C(C)c1cc2c(ccc3ccc(=O)oc32)o1	0.3	6	.	-1.2	-0.4	0.6	13	-1.3	-1
COCCOC(=O)c1c(C)oc2ccc(OC(=O)c3ccco3)cc12	1.0	-1	-2.0	-0.5	i	.	2	0.9	19
CCOC(=O)C1=C(COC(=O)CCOc2ccccc2)NC(=O)NC1C (stereo not drawn)	2.3	-1	0.7	0.0	-3.5	4.1	8	-1.2	4
COCCN(Cc1cc2cc(C)ccc2[nH]c1=O)S(=O)(=O)c1ccc(Cl)cc1	0.8	7	0.0	2.6	-0.3	-3.3	23	-0.1	20
O=C1N[C@@H](Cc2cn(S(=O)(=O)c3ccccc3)c3ccccc23)C(=O)N[C@H]1Cc1ccccc1	-6.8	8	2.4	-1.7	i	-1.7	12	-1.1	-1
COc1cc(C(C#N)N2CCOCC2)ccc1O (stereo not drawn)	.	4	1.0	0.8	-0.7	-1.8	37*	-0.3	-6
Cc1onc(-c2ccccc2)c1C(=O)Nc1ccc2c(C)cc(=O)oc2c1	.	16	-1.6	-0.3	-0.5	1.9	18	-4.9	-1
Cc1ccccc1C(=O)Nc1ccccc1N1CCN(C(=O)c2ccccc2)CC1	1.3	-1	2.8	0.3	i	-1.0	-4	-3.4	5
CNC(=S)N/N=C/c1ccc(N(C)C)cc1	-2.5	42*	-1.2	0.0	-0.5	.	40*	-3.0	-1
O=S(=O)(Cc1nnnn1-c1ccccc1)c1ccc(F)cc1	1.0	-1	0.8	-0.9	i	1.6	0	-3.8	7
CC(C)(C)c1ccc(-c2noc(CNC(=O)c3ccco3)n2)cc1	1.6	1	0.6	-0.7	-1.5	-0.4	4	-1.5	22
CN(C(=O)CSc1n[nH]c(N)n1)C1CCCCC1	-2.1	2	2.2	0.1	i	0.4	-9	0.9	5
COc1ccc(-c2ccc3oc(-c4ccc(OC)cc4)c(-c4ccc(OC)cc4)c3c2)cc1	0.0	-2	-1.2	0.1	5.9	-1.5	10	-4.0	-2
Cc1cccc(CSc2nc(N)c(C#N)c(-c3cccs3)c2C#N)c1	.	2	4.0	5.2	.	-1.7	5	-2.8	-7
COc1ccc2c(c1)cc1c(=O)n(CC(=O)NCCCOC(C)C)nc(C)n12	1.3	10	2.1	0.6	-0.6	-1.7	14	-0.7	-2
Cc1ccc2c(c1)NC(=O)C(N1CCOCC1)(C(F)(F)F)O2 (stereo not drawn)	.	1	-0.8	-2.0	i	-1.0	7	-2.2	0
Cc1cc(C)c(S(=O)(=O)NCc2cccs2)cc1C	3.7	3	-2.2	0.5	i	1.1	5	-1.3	6
O=P(O)(O)COc1ccccc1O	0.5	4	0.7	-0.9	-0.3	-1.2	-6	-3.2	5
CCOC(=O)C1=C(C)NC(=O)C1CC(=O)O (stereo not drawn)	.	-3	-1.0	-0.7	i	-0.8	4	-0.6	-2
COc1ccccc1CNC(=O)COC(=O)c1cc2ccccc2o1	0.8	0	-0.9	0.5	i	0.0	5	0.2	13
CCOc1ccccc1NC(=O)CCNC(=O)N1CC(=O)Nc2ccccc21	6.6	-2	.	.	i	0.4	-2	-3.7	2
CS(=O)(=O)c1cccc(C(=O)NCc2ccc(F)cc2)c1	.	-2	0.0	-1.0	2.0	2.0	-16	-3.2	1
Cc1ccsc1C(=O)N/N=C/C=C/c1ccccc1[N+](=O)[O-]	.	4	2.3	0.2	-0.3	0.1	28	-2.6	11
Remaining list, next part
SMILES	TcdB GH inh	Mtb FBA inh	Mtb UGM inh	PfHsp40 yeast	Vc quorum ag	BioA inh	GDH-TPI counter	FadD28 binding	Yp Topo-I inh
Cc1cccc(OCC(=O)Nc2nnc(S(=O)(=O)N3CCC(C)CC3)s2)c1	-3.6	4	3.3	0.7	-0.1	0.0	-5	-0.6	6
CCCCn1c(SCC(=O)NCc2ccco2)nc2cc(S(N)(=O)=O)ccc21	.	2	0.6	-0.5	-0.7	1.0	2	-2.2	-5
CCC(=O)N1CCN(c2ccccc2NC(=O)COc2cc(C)ccc2C(C)C)CC1	2.2&1.1	-3	-4.2	2.5	i	0.8	0	-6.4	27
COc1ccc(C(C#N)CCC2OCCO2)cc1OC (stereo not drawn)	-1.3	5	1.9	0.0	-0.9	-1.4	17	-2.3	-8
COc1cc(/C=N/Nc2snc(SC)c2C#N)cc(OC)c1OC	.	5	-2.9	0.0	-1.0	-0.6	20	0.5	-1
O=C(NCCCNC(=O)c1ccco1)c1ccc(Cl)cc1	-0.5	-1	-2.2	0.1	i	2.2	5	-0.3	5
COc1ccc(C(=O)N2c3ccc(F)cc3CCC2C)cc1OC (stereo not drawn)	.	3	-1.5	0.3	.	27	4	0.2	7
CC(=O)c1c(C)[nH]c(C(=O)OC(C)C(=O)Nc2ccc(C)c(S(=O)(=O)N3CCOCC3)c2)c1C (stereo not drawn)	2.9	1	1.7	-0.6	-1.3	7.1	-5	-2.6	-2
O=Cc1c(N2CCC3(CC2)OCCO3)nc2ccccn2c1=O	0.7	-1	-3.7	-1.4	-0.6	-1.1	7	-4.0	3
C=CCn1c(CNC(=O)c2cccs2)nnc1SCC(=O)c1ccc(Br)cc1	.	0	-4.2	1.1	1.9	0.4	7	-3.3	13
COC(=O)/C=C1/SC(=NC(=O)c2ccc(Cl)cc2)NC1=O	0.4	-1	-0.9	-0.5	i	-0.4	-3	-7.9	5
COc1cc(C(C(=O)NC(C)(C)C)N(C(=O)CNC(=O)c2cccs2)c2ccccc2)cc(OC)c1OC (stereo not drawn)	.	0	-2.3	-0.3	i	0.2	3	-2.3	4
CCC(C)NS(=O)(=O)c1ccc(OCC(=O)NCC2CCCO2)cc1 (stereo not drawn)	.	2	-2.3	-1.1	i	-0.2	-8	-1.5	-9
Cc1sc(NC(=O)CCS(=O)(=O)c2ccccc2)c(C#N)c1C	2.6	-3	.	0.1	1.8	-0.1	7	-1.5	3
COc1ccc(N(CC(=O)NC(C)(C)C)C(=O)CCC(=O)Nc2nccs2)c(OC)c1	0.0	0	1.4	-1.0	i	-0.9	-4	-1.4	15
CCn1c(COc2cccc(C)c2)nnc1SCC(=O)N1CCCC1	.	2	-0.2	0.3	-0.3	2.2	-4	-2.6	7
Cc1cc(-c2c(C)[nH]n(-c3ccccc3)c2=O)n(-c2ccccc2)n1	.	3	1.7	-1.1	3.7	-0.8	10	0.8	0
CCOCCCN(C(=O)CNC(=O)c1ccco1)C(C(=O)NC1CCCC1)c1cccc(OC)c1 (stereo not drawn)	-1.8	0	-3.2	-1.1	-0.3	-0.7	7	-4.1	5
CCc1cc(=O)oc2cc(C)cc(OC(C)C(=O)NCCN3CCOCC3)c12 (stereo not drawn)	0.8	44*	2.6	-2.0	-0.2	0.3	1	-3.4	0
COc1ccc(S(=O)(=O)N2CCC(C(=O)NCCC(=O)NCc3cccnc3)CC2)cc1	0.1	8	.	.	-0.3	-0.6	9	0.1	-5
COc1ccc(-c2c3c(=O)n(C)c(=O)n(C)c3cn2-c2cc(OC)ccc2OC)cc1	.	8	0.9	-1.3	i	0.0	14	-1.6	-3
CC(CC(=O)N1CCN(S(=O)(=O)c2ccc(Cl)cc2)CC1)n1cncn1 (stereo not drawn)	0.1	-1	-0.8	-1.1	-0.8	0.9	-6	-2.1	1
COc1ccc(C(=O)NCC(=O)N2CC=C(c3ccccc3)CC2)cc1OC	2.8	4	-0.5	0.2	-1.8	3.1	-3	-1.8	16
O=C(Nc1ccc(Cl)c(Cl)c1)Nc1ccc(N2CCCC2)c(S(=O)(=O)Nc2ccccc2Cl)c1	.	3	-0.5	-0.1	-0.3	.	16	-7.1	-8
COc1ccc(/C=C/c2nc3ccccc3n2C)cc1	13*	7	-2.6	-3.1	-0.1	.	65*	-0.9	12
Carrying on:
SMILES	TcdB GH inh	Mtb FBA inh	Mtb UGM inh	PfHsp40 yeast	Vc quorum ag	BioA inh	GDH-TPI counter	FadD28 binding	Yp Topo-I inh
O=C(O/N=C1\CCCc2ccccc21)c1cccc(Cl)c1	.	-1	-1.6	-0.6	i	-0.8	-7	-2.9	11
Cc1ccc(C)c(OCC(=O)Nc2ccc3c(c2)OCO3)c1	2.2	-2	-0.8	0.5	-14	.	-10	-5.8	8
COc1ccc(-c2nn(CCC#N)cc2C=C(C#N)C#N)cc1	0.5	-1	1.4	-0.7	i	-1.2	21	-5.6	-3
COc1ccccc1Nc1nc(N)nc(CSC(=S)N2CCCCC2C)n1 (stereo not drawn)	.	-3	-4.2	3.0	-0.9	-0.4	10	-0.5	16
O=C(O)c1ccc(C=NNC(=O)c2cccc3ccccc23)cc1	0.3	-2	.	-1.3	1.9	.	8	-5.5	1
CCOc1ccc(S(=O)(=O)N2CCN(C(=O)c3ccc(C)c(S(=O)(=O)N4CCOCC4)c3)CC2)cc1	0.2	1	1.7	-0.2	-3.4	-1.4	2	.	26
Cc1ccc2c(=O)cc(C(=O)NCCc3ccc(S(N)(=O)=O)cc3)oc2c1C	0.5	5	2.3	-1.2	i	0.3	-2	-1.8	3
O=C1C=C(O)c2[nH]c(=O)ccc2C1=O	-0.8	1	.	-1.2	i	.	17	1.4	-2
CC(C)(C)[C@H]1C=C(C(=O)NC2CC2)O[C@@H](OCc2ccc(CO)cc2)C1	1.0&-4.2	4	-4.4	-1.7	-0.6	2.2&-0.3	3	1.9	-13
COc1ccc(NC(=O)C2C3C=CC(C3)C2C(=O)NCc2ccccn2)c(OC)c1 (stereo not drawn)	.	4	1.1	6.9	-0.2	-0.1	-4	-1.8	4
COc1ccc(/C=C2\C(=O)NC(=O)N(Cc3ccccc3)C2=O)c(OC)c1OC	-4.2	3	3.5	0.0	i	-1.4	-3	1.1	1
CC(=O)Nc1cccc(N2C(=O)CC(Cc3ccccc3)C2=O)c1 (stereo not drawn)	.	3	2.1	2.5	-0.1	29	-10	-3.7	-5
COCCN(Cc1ccccc1)C(=S)Nc1ccc(Cl)cc1	-0.4	-2	4.7	5.2	-0.1	.	2	-1.2	-3
CC(C)(C)NC(=O)CSc1nnc(NC(=O)CCn2cnc3ccccc3c2=O)s1	.	1	0.3	1.5	0.0	-0.7	-7	0.3	-1
COC(=O)c1cc(NC(=O)Nc2ccccc2OC)cc(C(=O)OC)c1	.	2	-3.5	0.0	-0.7	.	5	-2.0	1
COc1ccc(CNC(=O)CN(C(=O)CCC(=O)Nc2ccccn2)c2cccc(C)c2)cc1	0.4	-4	0.7	0.4	-1.4	.	-1	-4.4	12
N#CCSc1nccc(/C=C/c2ccccc2)n1	2.2	8	-0.4	-0.4	1.0	.	24	-0.8	-9
CCOc1ccc(OCC)c(S(=O)(=O)NCc2ccc3c(c2)OCO3)c1	1.1	0	0.7	1.2	-0.4	-0.1	7	-1.5	4
O=C(NCCCN1CCOCC1)c1cccc(S(=O)(=O)Nc2cc(Cl)ccc2Cl)c1	-4.9	-2	3.9	-0.8	-0.4	.	1	-0.9	-2
CN1N=C(C(=O)Nc2ccc3c(c2)CCC3)CCC1=O	3.7	-3	1.4	1.4	-8.7	2.0	0	-1.9	2

7 compounds picked at random from the list so far:
SMILES	TcdB GH inh	Mtb FBA inh	Mtb UGM inh	PfHsp40 yeast	Vc quorum ag	BioA inh	GDH-TPI counter	FadD28 binding	Yp Topo-I inh
COc1ccc(C(=O)NCC(=O)N2CC=C(c3ccccc3)CC2)cc1OC	2.8	4	-0.5	0.2	-1.8	3.1	-3	-1.8	16
CN1N=C(C(=O)Nc2ccc3c(c2)CCC3)CCC1=O	3.7	-3	1.4	1.4	-8.7	2.0	0	-1.9	2
Cc1ccsc1C(=O)N/N=C/C=C/c1ccccc1[N+](=O)[O-]	.	4	2.3	0.2	-0.3	0.1	28	-2.6	11
Cn1c(C(=O)N2CCCC(C(=O)NCc3ccc4c(c3)OCO4)C2)cc2sccc21 (stereo not drawn)	0.1	-2	-1.2	0.7	-0.2	0.9	1	-2.2	31
CC(C)(C)c1ccc(-c2noc(CNC(=O)c3ccco3)n2)cc1	1.6	1	0.6	-0.7	-1.5	-0.4	4	-1.5	22
O=C1N[C@@H](Cc2cn(S(=O)(=O)c3ccccc3)c3ccccc23)C(=O)N[C@H]1Cc1ccccc1	-6.8	8	2.4	-1.7	i	-1.7	12	-1.1	-1
COc1ccc(C(C#N)CCC2OCCO2)cc1OC (stereo not drawn)	-1.3	5	1.9	0.0	-0.9	-1.4	17	-2.3	-8

High-throughput results deposited in PubChem BioAssay by several laboratories.
